# High-throughput results deposited in PubChem by The Scripps Research Institute Molecular Screening Center.
# MITF inh: inhibitors of human MITF; O75030; AlphaScreen MITF homodimerization, bead proximity signal; inhibition, % at 2.6 µM; 650,000 compounds, 0.91% hits; in the data active = inhibition above about 50%;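 also: 0% = vehicle wells with protein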
# Target sequence (O75030 whole entry, looked up): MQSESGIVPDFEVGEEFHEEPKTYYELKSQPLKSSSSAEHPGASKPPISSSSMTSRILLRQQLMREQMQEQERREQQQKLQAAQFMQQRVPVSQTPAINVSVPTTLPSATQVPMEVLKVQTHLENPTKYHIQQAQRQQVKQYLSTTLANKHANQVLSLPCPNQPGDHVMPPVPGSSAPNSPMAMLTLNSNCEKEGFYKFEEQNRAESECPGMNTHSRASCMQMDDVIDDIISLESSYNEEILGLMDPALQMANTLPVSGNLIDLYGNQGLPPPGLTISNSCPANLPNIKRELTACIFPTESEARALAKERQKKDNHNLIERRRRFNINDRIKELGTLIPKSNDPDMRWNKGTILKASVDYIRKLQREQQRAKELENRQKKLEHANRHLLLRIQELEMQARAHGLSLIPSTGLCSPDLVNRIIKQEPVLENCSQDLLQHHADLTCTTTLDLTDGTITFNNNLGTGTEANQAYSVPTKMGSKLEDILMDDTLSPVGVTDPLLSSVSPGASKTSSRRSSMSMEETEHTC
# TEAD-YAP inh: TEAD-YAP interaction inhibition; 640,000 compounds, 1.4% hits; HEK-TIYL cells, TEAD-Gal4/YAP UAS-luciferase luminescence; inhibition, % at 9.12 µM; AID 1259422; in the data active = inhibition above about 32%;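 also: 0% = median of test compound wells and 100% = reference inhibitor wells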
# GPR151 activ: activators of human GPR151 | 650,000 compounds, 1% hits | PathHunter beta-arrestin GPR151 cells, luminescence | activation, % at 11.2 µM; in the data active = activation above about 4.9%;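 also: 0% = median of compound wells and 100% = cells with positive control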
# Target sequence (Q8TDV0 whole entry, looked up): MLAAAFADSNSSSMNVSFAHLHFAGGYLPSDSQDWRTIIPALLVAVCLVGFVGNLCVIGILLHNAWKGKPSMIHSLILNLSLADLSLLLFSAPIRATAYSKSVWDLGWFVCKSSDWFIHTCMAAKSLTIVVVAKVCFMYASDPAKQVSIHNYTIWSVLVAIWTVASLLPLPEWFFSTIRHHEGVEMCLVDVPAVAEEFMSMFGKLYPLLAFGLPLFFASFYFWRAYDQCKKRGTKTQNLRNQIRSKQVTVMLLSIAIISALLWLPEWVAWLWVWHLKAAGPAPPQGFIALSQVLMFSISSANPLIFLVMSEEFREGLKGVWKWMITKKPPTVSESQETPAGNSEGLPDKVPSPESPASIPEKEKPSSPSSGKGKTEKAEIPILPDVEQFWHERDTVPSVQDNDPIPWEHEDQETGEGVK
# FBW7 act: human FBW7 E3 ligase activation, primary screen; AlphaScreen FBW7–phospho-cyclin E peptide binding, activator screen; normalized activity (activation), % at 26.1 µM; Q969H0; 650,000 compounds, 0.13% hits; in the data active = normalized activity above about 1.9%;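 also: purified mutant Fbw7 with reduced substrate affinity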
# Numbers without * were called inactive.
# Preview, 13 compounds:
SMILES,MITF inh,TEAD-YAP inh,GPR151 activ,FBW7 act
O=C(C(Cc1ccccc1)NS(=O)(=O)c1cccs1)N1CCCCCC1 (stereo not drawn),1,14,-0.3,-0.2
O=C1N=C(SC(=O)c2ccccc2Br)S/C1=C/c1ccccc1,16,2,-2.2,0.1
CCN(CC)C(=O)CSc1nnc(-c2cccnc2)n1C1CCCCC1,21,1,-0.8,-0.1
COc1ccc(CN2CCN(C(=O)c3cccc(OC)c3)CC2)cc1,27,6,0.7,0.1
CN1CCN(C2CC(=O)N(c3ccc(N4CCCCC4)cc3)C2=O)CC1 (stereo not drawn),11,1,2.2,0.0
O=C1OC(c2cccc(I)c2)=N/C1=C/c1cccc(Br)c1,3,-12,-1.0,0.0
C=C(C)CSc1nnc2n(-c3ccccc3C)c(=O)c3c4c(sc3n12)CCCC4,70*,5,0.0,-0.1
Cc1[nH]c2ccc(-c3nnc(SCC(=O)NCc4ccco4)n3Cc3ccccc3)cc2c1C,4,18,-0.4,0.0
Cc1ccc(Oc2ccc(NC(=O)c3ccc(Br)o3)cc2)cc1C,11,17,-0.4,0.0
Cc1cc(=O)c2n(CC(=O)N/N=C/c3cccc([N+](=O)[O-])c3)nc[n+]2[nH]1,-3,-1,0.0,-0.2
COc1ccc(C(=O)Oc2ccc(/C=C3\C(=O)ON=C3c3ccc(Cl)cc3)cc2)cc1,21,-3,-0.5,0.0
Cc1ccc(C2=NN(C(=S)NCc3ccccc3)C(c3cc4cccc(C)c4nc3Cl)C2)cc1 (stereo not drawn),-3,-9,-0.8,0.0
CCCNC(=O)c1c(NC(=O)c2ccc(C)cc2)sc2c1CCC(C)C2 (stereo not drawn),-5,1,0.7,0.1

# All compounds of this part, from the first entry:
SMILES,MITF inh,TEAD-YAP inh,GPR151 activ,FBW7 act
O=C(C(Cc1ccccc1)NS(=O)(=O)c1cccs1)N1CCCCCC1 (stereo not drawn),1,14,-0.3,-0.2
O=C1N=C(SC(=O)c2ccccc2Br)S/C1=C/c1ccccc1,16,2,-2.2,0.1
CCN(CC)C(=O)CSc1nnc(-c2cccnc2)n1C1CCCCC1,21,1,-0.8,-0.1
COc1ccc(CN2CCN(C(=O)c3cccc(OC)c3)CC2)cc1,27,6,0.7,0.1
CN1CCN(C2CC(=O)N(c3ccc(N4CCCCC4)cc3)C2=O)CC1 (stereo not drawn),11,1,2.2,0.0
O=C1OC(c2cccc(I)c2)=N/C1=C/c1cccc(Br)c1,3,-12,-1.0,0.0
C=C(C)CSc1nnc2n(-c3ccccc3C)c(=O)c3c4c(sc3n12)CCCC4,70*,5,0.0,-0.1
Cc1[nH]c2ccc(-c3nnc(SCC(=O)NCc4ccco4)n3Cc3ccccc3)cc2c1C,4,18,-0.4,0.0
Cc1ccc(Oc2ccc(NC(=O)c3ccc(Br)o3)cc2)cc1C,11,17,-0.4,0.0
Cc1cc(=O)c2n(CC(=O)N/N=C/c3cccc([N+](=O)[O-])c3)nc[n+]2[nH]1,-3,-1,0.0,-0.2
COc1ccc(C(=O)Oc2ccc(/C=C3\C(=O)ON=C3c3ccc(Cl)cc3)cc2)cc1,21,-3,-0.5,0.0
Cc1ccc(C2=NN(C(=S)NCc3ccccc3)C(c3cc4cccc(C)c4nc3Cl)C2)cc1 (stereo not drawn),-3,-9,-0.8,0.0
CCCNC(=O)c1c(NC(=O)c2ccc(C)cc2)sc2c1CCC(C)C2 (stereo not drawn),-5,1,0.7,0.1
CCc1cccc(OCC(=O)NCC2CCCO2)c1 (stereo not drawn),8,8,1.7,0.2
NC(=O)CCC(NS(=O)(=O)c1cccc(C(F)(F)F)c1)C(=O)O (stereo not drawn),7,-2,-2.3,-0.1
N=c1n(CCN2CCOCC2)c2ccccc2n1CC(O)c1cccs1 (stereo not drawn),7,4,0.3,0.0
CCCCC(CCC(=O)O)(C(=O)OCC)c1csc(N)n1 (stereo not drawn),16,2,-1.3,0.5
CC(C)N1CCc2c(sc(NC(=O)c3ccc(Br)s3)c2C(N)=O)C1,19,3,-0.7,0.2
C=CCN(CC=C)C(=O)c1ccc(N2C(=O)c3ccccc3C2=O)cc1,2,-6,0.4,0.0
CCOC(=O)C(CC(C)C)N(Cc1ccc(C)cc1)S(=O)(=O)c1ccc([N+](=O)[O-])cc1 (stereo not drawn),11,7,-1.6,0.1
Cc1cccc(OCCOC(=O)c2ccc(NC(N)=O)cc2)c1,-4,-6,-0.2,0.0
CC12CCC3C(CCC4CC(O)CCC43C)C1CC/C2=N\NC(=O)c1ccncc1 (stereo not drawn),-8,-4,-0.8,0.2
CC(C)(C)c1ccc(S(=O)(=O)NCC(=O)N2CCCC2)cc1,13,-1,-0.6,0.0
COc1cccc(NCc2nnc(SCC(=O)O)n2C2CCCCC2)c1,12,-1,-0.9,0.1
O=c1[nH]c(SCCc2ccccc2)nc2sc3c(c12)CCc1ccccc1-3,-5,-14,-0.6,0.1
CCc1nc(SCC(=O)N2CCCCCC2)c2ccccc2n1,1,9,-0.9,-0.1
Nc1ncc(Br)cc1S(=O)(=O)N1CCN(C2CCCCC2)CC1,4,4,13*,0.2
CC1(c2cccc(F)c2)C(=O)Nc2cc(C(F)(F)F)ccc21 (stereo not drawn),15,-4,-0.5,0.2
COc1cccc(N2CCN(C(=O)CC3Nc4c5ccccc5nc(=S)n4C3=O)CC2)c1 (stereo not drawn),-14,0,-0.5,0.1
CCc1nnc(NC(=O)C2CCN(c3cc(C)nc4ncnn34)CC2)s1,5,9,0.0,-0.1
CCc1ccc2nc(NCCNC(=S)NC)c(C#N)cc2c1,4,-16,-1.1,0.1
CCOc1ccccc1C1C(C(N)=O)=C(C)Nc2nc(CCCO)nn21 (stereo not drawn),13,5,3.4,0.1
CSCCC(=O)N(C)C(Cc1ccc(F)cc1)C1CCN(Cc2cnn(C)c2)CC1 (stereo not drawn),-1,1,-0.5,-0.1
O=C(CNc1n[nH]c(=O)[nH]c1=O)N/N=C/c1ccccc1Cl,-7,3,-2.7,-0.1
O=S(=O)(c1cccc(-c2cn3ccccc3n2)c1)N1CCCCC1,4,10,-1.1,0.4
CC1(C)CC(=O)C2=C(C1)Nc1ccccc1N(C(=O)Cc1ccccc1)C2c1ccc(-c2ccc([N+](=O)[O-])cc2)o1 (stereo not drawn),65*,-7,0.6,-0.1
COc1ccc(NC(=O)c2cc(CC(C)C)on2)cc1OC,10,-27,0.0,0.1
O=C(c1ccco1)N1CCN(c2cccc(Cl)c2)CC1,-5,-17,1.8,-0.1
COc1ccc(/C=C(\C#N)S(=O)(=O)c2ccccc2)cc1OCCN1CCOCC1,12,8,-1.9,0.1
Cc1csc(NC(=O)C(NS(=O)(=O)c2cccc3nsnc23)C(C)C)n1 (stereo not drawn),-4,2,-0.6,-0.1
COc1cccc(NC(=O)NCCc2ccc(C)cc2)c1,2,-14,-1.0,0.7
CCOC(=O)CSc1nc2c(c(=O)n1-c1ccccc1)C1(CCCC1)Cc1ccccc1-2,-5,-10,-0.3,0.7
CCN1CCN(S(=O)(=O)c2ccc(Cl)c(Cl)c2OC)CC1,6,-12,1.6,0.1
Cc1c(C(=O)N(CCO)C(C)C)cnn1-c1ncc2c(n1)-c1ccccc1CC2,13,-1,0.3,0.1
CC(=O)Nc1ccccc1NC(=O)c1cccc(F)c1,-18,7,1.2,0.1
O=C(CSc1nccn1Cc1ccc(Cl)cc1)NC1CCCC1,2,5,2.1,-0.1
CC1CC(C)(C)OC(C(C)(C)C[N+](C)(C)Cc2ccccc2)O1 (stereo not drawn),-6,5,2.1,-0.1
O=C(CSc1ncc(-c2ccccc2)[nH]1)Nc1ccc(F)cc1,1,-19,0.0,-0.1
CCOC(=O)COc1ccc(S(=O)(=O)Nc2ccc(OC)c(Cl)c2)cc1,2,1,1.5,0.1
CCn1c2ccccc2n2c(SCCC(=O)O)nnc12,3,8,0.3,0.2
Cc1cc(NC(=O)CSc2nc3ccccc3c(=O)n2C2CC2)no1,0,3,0.5,0.0
O=C(NS(=O)(=O)c1ccccc1)C(=O)NS(=O)(=O)c1ccccc1,18,1,-0.6,-0.1
COC(=O)c1ccc(N2C(=O)CSC2c2ccc(Cl)cc2Cl)cc1 (stereo not drawn),0,0,0.1,-0.2
C=CCC(=O)N1CCC2(CC1)CC2C(=O)N1CCN(C2CCCCC2)CC1 (stereo not drawn),11,7,-0.1,0.1
COc1ccccc1-c1noc(-c2ccccc2F)n1,-4,-76,-2.3,0.1
CCOC(=O)C1(Cc2ccc(Cl)cc2)CCN(Cc2cnc(N)nc2)CC1,15,0,-0.6,0.0
Cc1ccc(-n2c(SCc3ccc(F)cc3Cl)nc3ccsc3c2=O)cc1C,1,-2,-0.3,-0.1
NC(=O)c1ccccc1OCCOc1ccccc1F,-2,-35,1.3,0.0
Cc1cc(Cl)ccc1N(CC(=O)NCc1ccccn1)S(=O)(=O)c1ccccc1,-5,7,0.1,0.1
N#Cc1ccccc1NC(=O)COC(=O)CN1C(=O)C2CCCCC2C1=O (stereo not drawn),-9,-8,-0.5,-0.1
# Next part
SMILES,MITF inh,TEAD-YAP inh,GPR151 activ,FBW7 act
O=C(COc1cccc(F)c1)Nc1ccc(Oc2ccc(F)cc2)c(C(F)(F)F)c1,-1,10,0.8,-0.1
O=C(COc1ccccc1)Nc1nccs1,9,-3,-10,0.3
Cc1cc(NC(=O)c2cc(Cl)ccc2Nc2ccccc2)no1,7,5,-0.1,0.2
Cc1cc2c(cc1S(=O)(=O)N1CCCC1)n(C)c(=O)c(=O)n2C,-7,-5,-1.0,0.5
N#CC1=C(SCC(=O)Nc2ccc(Br)cc2)NC(=O)CC1c1cccc([N+](=O)[O-])c1 (stereo not drawn),25,12,0.1,0.1
O=[N+]([O-])c1ccc(N/N=C/c2cccc(Br)c2)c([N+](=O)[O-])c1,-12,4,-0.6,0.1
CCN(CC)C(=O)C1CCCN(c2nc(NCc3cccc(C(F)(F)F)c3)c3ncn(C4CCCCC4)c3n2)C1 (stereo not drawn),9,-10,0.2,0.1
CC(C)(C)CC(C)(C)NC(=O)CSc1nnc2c3ccccc3n(Cc3ccccc3)c2n1,13,11,0.6,-0.2
Nc1ncnc(NNC(=O)CNC(=O)c2cc(Br)ccc2Cl)c1[N+](=O)[O-],14,6,-2.2,-0.1
COc1cccc(OC)c1C(=O)Nc1nnc(CC(C)(C)C)s1,23,-5,-0.4,0.4
Cc1oc(-c2ccccc2)nc1CS(=O)CC(=O)NCc1ccco1 (stereo not drawn),-2,-8,-1.0,1.3
COc1ccc(C2=C/C(=C(/C#N)C(N)=O)c3cc(C)ccc3O2)cc1,11,-4,-0.5,0.5
CCCCNC(=O)c1cc(-c2ccccn2)nc2ccccc12,-2,-1,-0.2,-0.1
COc1cccc(C2(O)CSC3=C(C#N)C(c4cccc(Cl)c4)CC(=O)N32)c1 (stereo not drawn),24,67*,0.3,0.3
CCOc1cc(/C=C(/C#N)c2nc(-c3cc4ccccc4oc3=O)cs2)ccc1O,3,5,0.9,-0.1
Nc1nc(SCC(=O)Nc2ccc(Cl)cc2F)n[nH]1,3,1,1.1,0.0
O=C(O)CCc1c2ccccc2nc2ccccc12,-8,-9,-2.0,-0.7
COc1ccc(-c2cnnn2-c2ccc(NC(=O)c3ccccc3OC)cc2)cc1OC,14,-5,-0.9,0.0
Nc1nnc(SCC(=O)Nc2ccc(Cl)c(C(=O)O)c2)s1,27,-5,-1.6,0.1
C=CCn1c(SC)nc2sc3c(c2c1=O)CC(C)(C)OC3,15,5,-0.5,0.3
CCOc1c(Cl)cc(C(=O)Nc2ccccc2C(=O)O)cc1Cl,10,-16,0.9,-0.1
O=C(c1cc(Sc2ccc(Cl)cc2)nc2ccccc12)N1CCOCC1,11,-14,-0.2,0.0
O=C(Nc1ccnn1C1CCN(Cc2ccc(C3CCCC3)s2)CC1)C1CC1,6,11,0.5,0.0
CCOC(=O)c1ccc(NC(=O)c2cc3c(=O)n4cccc(C)c4nc3n2C)cc1,12,-2,-0.8,0.0
CCCC(=O)Nc1cccc(-c2nc(Nc3ccc4[nH]ncc4c3)c3cc(OCCN(C)C)ccc3n2)c1,18,31,-1.1,-0.4
C#CCn1c(=NC(=O)CN2C(=O)CCC2=O)sc2c(C)cc(C)cc21,3,-3,7.2*,0.0
Cc1cccc(N=c2c([N+](=O)[O-])nn(-c3ccc(Cl)cc3)n2O)c1,78*,10,-1.2,-0.4
Cc1ncn(-c2ccc(Nc3nccc(-n4cc(C(=O)O)cn4)n3)cc2)n1,6,4,0.2,-0.1
CCOC(=O)CCNCc1ccc(OC)c(OC)c1,9,0,1.4,-0.1
O=C(CSc1ncccc1C(=O)N1CCN(c2ccccn2)CC1)Nc1ccc(Br)cc1F,-7,-38,-0.6,0.1
CCOc1ccccc1NC(=O)CN1C(=O)C2(SCC(=O)N2c2cccc(C)c2)c2ccccc21 (stereo not drawn),3,11,-1.1,1.1
Cc1ccc(N2C(=O)C3C4CCC(C4)C3C2=O)cc1 (stereo not drawn),4,2,0.9,-0.2
Cc1ccc(CSc2nc(=O)[nH]c3c2CCCC3)cc1,28,1,0.3,0.1
COc1ccc(Cc2nn3c(SCC(=O)Nc4ccc(F)cc4)nnc3[nH]c2=O)cc1,-38,-5,1.1,0.0
CCCCCCNC(CC(=O)Nc1ccc(C(C)=O)cc1)C(=O)O (stereo not drawn),-25,-8,-0.7,0.5
Nc1cc(Br)c2[nH]c(=O)[nH]c2c1,4,-15,0.5,-0.2
CC(C)(C)c1ccc(CSc2ncccc2C(=O)N2CCN(c3ccc(F)cc3)CC2)cc1,1,-4,-0.1,0.0
